Screens as filed in PubChem.
D2 antagonist: HTS Assay for Allosteric Antagonists of the Human D2 Dopamine Receptor: Primary Screen for Antagonists | AID 485344, 2010 | 340,000 compounds, 2% hits | D(2) dopamine receptor (Homo sapiens), P14416 | inhibition, % at 10 µM | HEK293 TREx D2 cells, calcium flux, dopamine EC80; in the data active = inhibition above about 30%; note: 0% is about no effect
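Overnight-induced (tetracycline, 30 C) HEK293 T-REx cells carrying force-coupled D2 receive a no-wash calcium dye, then compound, then EC80 dopamine at 180 s; signals are read kinetically throughout.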
GRP78 ERSR act: qHTS for Inducers of the Endoplasmic Reticulum Stress Response (ERSR) in Human Glioma: qHTS | U87-MG GRP78 promoter luciferase reporter, 16 h | Potency, µM, inactives show at the highest dose activation, hits mostly activators | 420,000 compounds, 0.02% hits; note: potency is the fitted concentration of half-maximal effect; series mostly up to about 76 µM; % of control where 0% means no effect; nearly all actives have a fitted effect of over 35% in size
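Stably transfected U87-MG glioma cells carrying a GRP78-based luciferase sensor; 16 h compound incubation. Luminescence end-point read 10 min after Bright-Glo addition at room temperature.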
RGS4 inhibitor: Inhibitors of Regulator of G Protein Signaling (RGS) 4: qHTS | Potency, µM (doses to about 114 µM), for the others: at the top dose activity change, negative = inhibition, actives largely listed as inhibitors | Transcreener GDP fluorescence polarization, RGS4-accelerated GTP hydrolysis | AID 504845, 2011 | Regulator of G-protein signaling 4 (Homo sapiens), P49798 | 390,000 compounds, 0.039% hits; note: potency is the fitted concentration of half-maximal effect; % is set by controls: 0 for no effect and ±100 for the full control effect; nearly all actives have a fitted effect of over 75% in size; some results filed as inactive show a strong effect at the top dose
Target sequence (P49798 whole entry, looked up): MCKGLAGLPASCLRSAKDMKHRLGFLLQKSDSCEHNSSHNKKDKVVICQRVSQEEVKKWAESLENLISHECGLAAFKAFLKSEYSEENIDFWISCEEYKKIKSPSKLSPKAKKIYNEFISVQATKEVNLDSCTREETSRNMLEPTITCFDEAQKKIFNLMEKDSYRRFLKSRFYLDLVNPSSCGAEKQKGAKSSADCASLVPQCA
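MLSMR compounds (23 nl, pin-transferred) preincubated 10 min at room temperature with a 500nM (2x) first reagent, then RGS4 at 900nM (2x) plus Transcreener GDP mix added; fluorescence polarization (620/688 nm) read before and after 90 min at 30 °C.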
D2 ag: HTS Assay for Allosteric Agonists of the Human D2 Dopamine Receptor: Primary Screen for Agonists; HEK293 T-REx D2 cells, calcium flux agonist mode; activation, % at 2 µM; AID 485358, 2010; 340,000 compounds, 0.53% hits;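 active = activation over 3 SD above normal in the single-dose calcium agonist read, cut at about 30% in these data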; note: 0% is about no effect
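HEK293 Trex D2 cells, tetracycline-induced, o/n 30 C 5% CO2; no-wash Ca dye, RT 30–90 min; 10-cycle baseline, 23 nl cpd added, kinetic Ca read 180 s; agonist hits = positive Ca response.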
LDHA block: qHTS assay for inhibitors of human lactate dehydrogenase; activity change, % (values are at about 110 or 230 µM); purified LDHA, NADH/diaphorase-resazurin fluorescence; stronger effect = lower value; 480,000 compounds, 0.15% hits; in the data active = activity change below about -30%; inconclusive = mostly about -25% to -30%;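 note: plate controls were DMSO wells for no effect and wells without enzyme for full effect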
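Enzyme activity of human lactate dehydrogenase 5 (2 nM; 0.06 mM NADH, 0.2 mM pyruvate, 5 min, RT) is measured via a resazurin/diaphorase fluorescence readout of residual NADH.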
Vif-APOBEC3F blk: qHTS for Inhibitors of Vif-A3F Interactions: qHTS; 390,000 compounds, 0.2% hits; HeLa A3F-eYFP + Vif (tagged APOBEC3F with the HIV-1 protein that degrades it), YFP fluorescence increase; Potency, µM (series often up to 46.1 µM), inactives show top-dose activity, negative = active; note: potency is the fitted concentration of half-maximal effect; % of control where 0% means no effect; nearly all actives have a fitted effect of over 65% in size
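Fluorescence increase (Ex 488/Em 500-530) after overnight compound treatment at 37 deg C flags inhibition of Vif-driven A3F-eYFP loss in stable HeLa A3F-eYFP/Vif cells seeded overnight beforehand.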
ERG Ets-DNA blk: qHTS for Small Molecule Inhibitors of the ERG Ets/DNA interaction | Potency, µM (top dose mostly 76.9 µM), for the others: at the highest dose FP activity, negative = inhibition, actives largely listed as inhibitors | AID 624246, 2012 | fluorescence polarization, His-ERG Ets domain / labelled DNA | Transcriptional regulator ERG (Homo sapiens), P11308 | 370,000 compounds, 0.028% hits; active = well fitted inhibition curve with a large enough effect in the polarisation, with a control signal flat; inconclusive = small, poorly fitted or top-dose-only effect, or effect the other way, or a change in a side signal; inactive = no such curve, though single readings can be large or run the other way; the % refers to the polarisation;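 note: polarization taken with two DNA probes labelled with fluorescein and Texas red; potency is the fitted concentration of half-maximal effect; % of control where 0% means no effect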
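His-tagged ERG Ets domain (1 uM in the protein solution; 300mM KCl, 50mM Tris-HCl, 1mM EDTA, 1mM DTT, pH 7.5) received compound, then a probe mix of 5 nM fluorescein-DNA and 100nM Texas-615-DNA. Fluorescence polarization was read for both dyes.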
Vif-A3G inh: qHTS for Inhibitors of Vif-A3G Interactions: qHTS; DNA dC->dU-editing enzyme APOBEC-3G (Homo sapiens), Q9HC16; HeLa A3G-eYFP + Vif (tagged APOBEC3G with the HIV-1 protein that degrades it), YFP fluorescence, overnight; Potency, µM (series often up to 46.1 µM), for inactives: at the top dose activity, negative = active, actives largely listed as inhibitors; 410,000 compounds, 0.076% hits;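 note: potency is the fitted concentration of half-maximal effect; % is set by controls: 0 for no effect and ±100 for the full control effect; nearly all actives have a fitted effect of over 60% in size; hits raise eYFP signal because A3G escapes Vif-driven loss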
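Read-out is eYFP fluorescence (Ex 488/Em 500-530) from Vif-expressing HeLa A3G-eYFP cells; more signal means A3G escaped Vif-mediated degradation. Cells plated overnight, compound pinned in, incubated overnight at 37 deg C.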
ALOX12 inh: Primary qHTS assay for inhibitors of human arachidonate 12S-lipoxygenase (ALOX12): Round 2; Polyunsaturated fatty acid lipoxygenase ALOX12 (Homo sapiens), P18054; purified 12hLO, xylenol orange hydroperoxide absorbance; Potency, µM (top dose mostly 108 µM), for the others: top-dose activity change, negative = inhibition, hits mostly inhibitors; 580,000 compounds, 1.1% hits; note: potency is the fitted concentration of half-maximal effect; % is set by controls: 0 for no effect and ±100 for the full control effect
Target sequence (P18054 whole entry, looked up): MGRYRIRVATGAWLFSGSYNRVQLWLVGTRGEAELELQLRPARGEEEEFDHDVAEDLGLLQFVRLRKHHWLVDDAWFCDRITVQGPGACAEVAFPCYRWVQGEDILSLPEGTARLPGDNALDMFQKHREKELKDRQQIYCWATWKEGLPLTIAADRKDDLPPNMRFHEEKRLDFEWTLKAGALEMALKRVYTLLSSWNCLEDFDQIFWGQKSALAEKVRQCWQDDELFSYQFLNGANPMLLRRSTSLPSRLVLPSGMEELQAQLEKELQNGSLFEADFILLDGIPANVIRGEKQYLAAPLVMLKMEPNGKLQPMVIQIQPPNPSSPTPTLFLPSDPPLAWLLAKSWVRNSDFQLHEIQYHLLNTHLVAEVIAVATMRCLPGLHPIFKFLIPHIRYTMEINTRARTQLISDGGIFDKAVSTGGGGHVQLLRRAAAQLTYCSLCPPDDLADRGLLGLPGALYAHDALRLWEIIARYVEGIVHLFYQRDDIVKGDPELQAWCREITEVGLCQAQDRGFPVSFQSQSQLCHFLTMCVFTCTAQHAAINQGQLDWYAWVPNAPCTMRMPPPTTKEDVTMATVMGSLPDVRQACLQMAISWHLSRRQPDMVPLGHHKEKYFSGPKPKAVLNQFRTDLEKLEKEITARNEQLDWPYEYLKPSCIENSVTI
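Purified human 12hLO (150 nM final) in 25 mM Hepes, 0.01% Triton X-100, pH 7.0 was preincubated 15 min at room temperature with compound. Then 40 uM arachidonic acid was added, 30 min. Hydroperoxide was read by Fe-XO absorbance ratio 573/405 nm.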
The depositor's hits bear a star; ? = inconclusive; nt = not tested or not shown; [ ] = remark or other dose. Unless noted, calls come from the whole dose curve; as a rule, active = well fitted curve in the direction sought with a large enough effect; inconclusive = small, poorly fitted or top-dose-only effect, or another doubt; inactive = no such curve, though single readings can be large; an effect the other way counts as inactive or inconclusive. A portion of the library. The share of hits here may be higher or lower than overall.

mol	D2 antagonist	GRP78 ERSR act	RGS4 inhibitor	D2 ag	LDHA block	Vif-APOBEC3F blk	ERG Ets-DNA blk	Vif-A3G inh	ALOX12 inh
COc1ccc(C2=NOC3(CC(=O)N(c4ccc(C)cc4)C3=O)C2)c(OC)c1 (configuration not stated)	17	-1%	0%	-0.1	-6	0%	6%	4%	?
Cc1cc(NC(=O)N2CCC(CN3CCOCC3)CC2)ccc1Br	nt	-3%	8%	-0.7	-1	6%	8%	7%	-23%
CCOC(=O)c1cc(-c2ccccc2)n(CC(=O)NCc2ccc(C)cc2)c1C	nt	-5%	27%	-0.3	-20	-27%	-1%	4%	-14%
CCOC(=O)C1CCCC12Nc1cccc3cccc(c13)N2 (configuration not stated)	nt	-4%	-43%	nt	4	6%	-5%	-6%	?
CC1CCCCN1C(=O)COC(=O)c1ccc(=O)n(Cc2ccccc2)n1 (configuration not stated)	3	-5%	22%	-0.4	-7	4%	1%	5%	10%
COc1cccc(CC(=O)OC(C)C(=O)Nc2ncc(Cl)cc2Cl)c1 (configuration not stated)	18	-2%	-28%	2.0	2	0%	15%	-5%	?
COc1ccccc1C(=O)Nc1ccnn1C1CCN(C)CC1	-2	-1%	18%	0.7	0	-18%	-5%	0%	15%
CCc1cc(C(=O)c2ccc(OC)cc2)c(NC(=O)CN2CCCC2)s1	-8	2%	-8%	0.7	-3	6%	8%	0%	143%[activator]
O=C(CSc1nnc(Cc2ccccc2)n1C1CCCCC1)N1CCOCC1	-4	5%	1%	-0.5	-2	-5%	9%	1%	-23%
COCCN(C(=O)c1cc(CN2C(=O)c3ccccc3C2=O)ccc1OC)c1c(N)n(CC(C)C)c(=O)[nH]c1=O	nt	-4%	-2%	nt	-1	4%	-4%	-11%	-3%
COC(=O)c1ccc2c(c1)N(Cc1ccc(F)cc1)C(=O)c1ccccc1S2	nt	2%	-17%	0.5	3	-3%	-2%	-7%	-24%
O=C(Nc1ccc2c(c1)nc1n2CCN(C2CCCCC2)C1)c1ccco1	nt	3%	13%[11.4 µM]	nt	-3	-1%	-2%	1%	-12%
CC1CN=C(Nc2cccc(S(=O)(=O)N(C)C)c2)S1 (configuration not stated)	6	1%	-8%	-0.4	-3	?	1%	-3%	-2%
O=C(c1ccco1)N1CCN(C(=O)c2cc(-c3ccccc3)nc3ccccc23)CC1	-5	-7%	3%	0.1	-12	-7%	-1%	1%	0%
CCc1csc(CCNC(=O)C2CCC(=O)N(CCc3cccc(F)c3)C2)n1 (configuration not stated)	7	6%	-4%	0.4	-1	-6%	4%	-1%	-22%
O=[N+]([O-])c1ccc2nc(NN=Cc3ccc(O)cc3)sc2c1	nt	4%	-13%	nt	-8	2%	14%	0%	-14%
Cc1ccc(C(=O)Nc2ccc(F)cc2)cc1S(=O)(=O)N1CCOCC1	nt	3%	7%	0.0	-11	5%	0%	3%	-22%
Clc1ccc(CNc2ccc3nnc(-c4ccccc4)n3n2)cc1	-16	-4%	-31%	0.4	-14	4%	3%	6%	?
Cc1ccc2nc(NC(=O)C3CC3C)sc2c1 (configuration not stated)	-16	1%	-9%	0.6	-1	-17%	11%	5%	-29%
COC(=O)C1CCN(Cc2c(C(=O)N3C[C@@H](C)O[C@@H](C)C3)nc3ccc(Cl)cn23)CC1	-13	-3%	34%	0.1	-4	-6%	9%	1%	2%
O=C(CC12CC3CC(CC(C3)C1)C2)NCC(=O)N1CCc2ccccc2C1	-11	0%	9%[11.4 µM]	0.4	-4	11%	-8%	0%	?
O=c1oc2ccc3ccccc3c2c2c1SC(C(F)(F)F)C2 (configuration not stated)	-1	-4%	-22%	-0.2	0	-1%	11%	-12%	nt
CCSC1=C(C#N)C(c2cccs2)C(C(=O)OC)=C(C)N1 (configuration not stated)	13	-1%	-47%	1.4	-3	4%	-2%	-7%	?
COC(=O)C1=CN(Cc2ccccc2)C=C(C(=O)OC)C1c1cc(F)ccc1F	-3	-4%	6%	-1.3	-3	-5%	-9%	-7%	85%[activator]
Cc1ccc(-c2c(C#N)c(N)n(-c3ccc(Cl)cc3)c(=O)c2C#N)cc1	nt	-2%	nt	nt	-6	nt	nt	-4%	-5%
OC(COCc1ccc(Cl)cc1)CN1CCCCC1 (configuration not stated)	18	-7%	12%	0.6	-10	7%	-4%	2%	2%
O=C(COC(=O)C1CCC(=O)N1)Nc1ccccc1Br (configuration not stated)	-1	-2%	-9%[11.4 µM]	1.4	-2	-6%	12%	4%	13%
COc1ccc(-c2nc(SCC(=O)N3CCCCC3C)n[nH]2)cc1 (configuration not stated)	nt	-2%	-26%	-0.4	-3	3%	10%	4%	?
NC(=O)N1CCN(CCCN2c3ccccc3Sc3cc(Cl)ccc32)CC1	nt	-3%	nt	nt	2	1%	nt	-2%	?
Cc1ccccc1S(=O)(=O)Cc1ccc(C(=O)NCCN(Cc2ccccc2)C(C)C)o1	-24	-1%	9%	0.2	-1	2%	0%	6%	-1%
O=C(Nc1ccc(Cl)cc1)N1CCc2[nH]c3ccccc3c2C1	-15	3%	-9%[11.4 µM]	0.3	1	1%	?	-7%	19%
COc1cccc(/C=C2\CCC(C3CCCC3)C2=O)c1 (configuration not stated)	-4	5%	11%	0.2	-2	-13%	?	1%	?
O=C(NCc1ccccn1)C1CCCN(S(=O)(=O)c2ccccc2)C1 (configuration not stated)	6	-1%	10%	0.3	-1	-13%	nt	1%	-11%
CCOC(=O)c1sc(=S)n2c1[nH]c(=O)c1ccc(C(=O)OC)cc12	2	-5%	?	-0.5	-7	-3%	4%	-3%	16µM*
COc1ccc(C)cc1NC(=O)CSc1nc2ccccc2nc1N1CC(C)OC(C)C1 (configuration not stated)	38*	-2%	-6%	-0.3	4	7%	-8%	-1%	-16%
Oc1c(Cl)cc(Oc2cc(Cl)c(O)c(CN3CCOCC3)c2)cc1CN1CCOCC1	nt	-3%	-1%	nt	-5	-3%	?	-1%	-12%
Clc1ccc(-c2noc(CN(Cc3ccccn3)CC3CCCO3)n2)cc1 (configuration not stated)	-2	-2%	-9%	-0.4	0	-9%	-12%	-1%	0%
Cc1cc(Br)c(NC(=O)Cn2c([N+](=O)[O-])cnc2C)cc1C	-21	-7%	26%	-1.4	-15	-1%	-6%	0%	-16%
CC1=C(C(=O)Nc2ccccc2)C(c2ccc(C)o2)n2ncnc2N1 (configuration not stated)	-8	1%	-39%	-3.1	3	-1%	0%	-7%	101%[activator]
CN(C(=O)COC(=O)CCc1c[nH]c2ccccc12)c1ccccc1	-2	-1%	15%	-0.2	3	-21%	9%	2%	-7%
Cc1ccc(OCCn2cc(/C=C/C(=O)O)c3ccccc32)cc1	-4	1%	-11%	0.0	0	1%	3%	-11%	?
COc1ccc(C(=O)OCC(=O)NCC2CCCCC2)cc1F	-24	-2%	-13%	0.0	-6	-11%	12%	-6%	2%
CCCCCCOC(=O)C[N+](C)(C)CCOC1CC2CCC1(C)C2(C)C (configuration not stated)	-1	-4%	-5%	-0.3	3	-13%	-8%	1%	0%
O=C(OCC(=O)N1CCCc2ccccc21)c1c(F)cccc1F	1	5%	8%	-0.7	-8	-12%	-1%	-4%	-28%
COc1cc2[nH]c(=S)nc(NCCCOC(C)C)c2cc1OC	12	-3%	-17%	-0.2	0	-7%	2%	1%	4%
COC(=O)c1ccc(NC(=O)Nc2ccc(F)cc2)cc1	15	1%	23%	3.9	-2	1%	-3%	1%	?
O=C(Cc1ccccc1)Nc1nnc(-c2ccco2)s1	nt	4%	-51%	nt	-4	1%	-4%	-2%	0%
COC(=O)c1ccc(NC(=O)CN2C(=O)c3cccc4cccc2c34)cc1	nt	-3%	-5%	nt	3	-2%	-3%	4%	0%
O=C(Nc1ccc2c(c1)OCO2)c1ccc(S(=O)(=O)N2CCCC2)cc1	nt	3%	9%	nt	0	-8%	7%	-9%	-27%
CCOC(=O)N1CCN(S(=O)(=O)c2c(C)nn(C)c2C)CC1	4	-5%	0%	1.1	2	2%	1%	0%	0%
COc1cc(-c2nnc(SCC(=O)Nc3ccc(F)c(Cl)c3)o2)cc(OC)c1OC	nt	-2%	21%	-0.3	6	1%	-4%	0%	3%
O=C(O)C/C(=C\c1cc2c(cc1Br)OCO2)c1nc2ccccc2s1	-8	1%	?	-3.0	-2	9%	14%	0%	?
O=C(NCCSc1ccccc1)c1ccccc1	-6	-4%	14%	0.4	-4	0%	-3%	0%	41%[activator]
CC(Oc1ccccc1)C(=O)Nc1cccc(-c2nc3ccccc3[nH]2)c1 (configuration not stated)	nt	0%	13%	nt	-5	0%	10%	-10%	35%[activator]
